HTR2A ag = activates the mouse 5-HT2A serotonin receptor; P35363; CHO-K1 mHTR2A beta-arrestin complementation, luminescence; percent of 30 µM serotonin response; activation, % at 7.6 µM; actives 0.66% (n = 360,000);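 active = activation above a run cutoff, the mean activation of all tested compounds plus 3 SD, cut at about 14% in these data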;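 also: 0% = plate median of compound wells and 100% = 30 µM serotonin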
Target sequence (P35363 whole entry, looked up): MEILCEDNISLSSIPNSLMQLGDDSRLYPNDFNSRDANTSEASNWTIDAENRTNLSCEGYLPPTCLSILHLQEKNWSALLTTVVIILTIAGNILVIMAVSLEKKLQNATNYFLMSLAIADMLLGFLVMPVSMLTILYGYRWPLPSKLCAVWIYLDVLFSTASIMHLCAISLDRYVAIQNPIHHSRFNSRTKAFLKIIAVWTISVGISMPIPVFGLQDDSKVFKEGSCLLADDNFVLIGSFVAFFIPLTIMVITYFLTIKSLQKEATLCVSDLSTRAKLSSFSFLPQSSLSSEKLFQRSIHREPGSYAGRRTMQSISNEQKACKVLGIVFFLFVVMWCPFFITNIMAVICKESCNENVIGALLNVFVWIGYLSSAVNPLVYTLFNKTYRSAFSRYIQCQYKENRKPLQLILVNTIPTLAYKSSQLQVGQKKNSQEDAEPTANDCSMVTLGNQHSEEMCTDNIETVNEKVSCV
NR2E3 ag-1 = activates human NR2E3 receptor. Q9Y5X4. CHO-S Gal4-NCOR/VP16-NR2E3 two-hybrid, luciferase. inhibition of corepressor binding, % at 3.98 µM. actives 0.35% (n = 360,000). AID 602229;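 active = inhibition above the mean of all tested compounds plus 3 SD, cut at about 70% in these data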;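 also: 0% = DMSO with NR2E3 transfected cells and 100% = cells lacking NR2E3 construct; higher means lower luciferase signal from less NR2E3 corepressor binding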
PDI inh = inhibitors of human protein disulfide isomerase. P07237. actives 0.052% (n = 350,000). inhibition, % at 10 µM. PDI insulin aggregation turbidity, A650, 90 min. AID 588391;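 active = mean inhibition across replicates of 30% or more, whatever share of single replicates reach that level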;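 also: absorbance from insulin aggregation driven by PDI reduction with DTT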
Target sequence (P07237 whole entry, looked up): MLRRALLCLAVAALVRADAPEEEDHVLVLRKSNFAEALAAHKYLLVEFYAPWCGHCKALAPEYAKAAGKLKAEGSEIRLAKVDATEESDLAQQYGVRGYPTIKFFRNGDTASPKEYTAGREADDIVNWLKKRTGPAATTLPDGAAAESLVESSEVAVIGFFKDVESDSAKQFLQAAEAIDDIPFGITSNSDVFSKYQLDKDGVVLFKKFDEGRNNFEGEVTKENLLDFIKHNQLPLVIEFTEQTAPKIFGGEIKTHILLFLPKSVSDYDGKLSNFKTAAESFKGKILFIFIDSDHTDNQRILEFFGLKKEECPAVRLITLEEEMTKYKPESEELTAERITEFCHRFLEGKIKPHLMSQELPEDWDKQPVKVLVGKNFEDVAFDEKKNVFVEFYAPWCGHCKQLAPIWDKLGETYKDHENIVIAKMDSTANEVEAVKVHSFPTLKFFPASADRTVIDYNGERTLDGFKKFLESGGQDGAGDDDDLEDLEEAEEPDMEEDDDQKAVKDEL
MITF TRPM1 inh = MITF TRPM1 promoter inhibition in SK-MEL-5 cells; inhibition, % at 12.5 µM; AID 488899; SK-MEL-5 TRPM1 promoter luciferase, 24 h; actives 0.83% (n = 330,000);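 active = mean inhibition across replicates of 60% or more, whatever share of single replicates reaches that level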; also: values of inactives mirror those of a sister screen read the other way
Peg3 prom inh = reduces Peg3 promoter-driven luciferase expression in HeLa; HeLa PEG-Prom luciferase reporter, luminescence, overnight; AID 588405; actives 1.7% (n = 360,000); inhibition, % at 20 µM;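 active = inhibition of at least 50% at 20 µM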
iPSC survival up = increases survival of single human iPS cells; hiPSC single-cell survival, ATPlite luminescence; 100% = ROCK inhibitor wells, 0% = DMSO; survival enhancement, % at 20 µM; actives 0.044% (n = 360,000); in the data active = survival enhancement above about 18%;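 also: cells exposed to compounds for 16 hours before the ATP read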
CaV13 FRET inh = Disruptors of the CACNA1D IQ motif to Ca2+-dependent inactivation inhibitor domain association, primary screening, Förster resonance energy transfer in intact living …. HEK cells, CFP/YFP FRET ICDI-IQ, plate reader, 10 min; percent FRET-ratio fall versus neutral wells. inhibition, % at 12.3 µM. actives 0.098% (n = 340,000);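 active = mean replicate inhibition of at least 30% and at least 1% of replicates passing that level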;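 also: 0% = median of the neutral control wells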
Cardio protect = protects H9c2 cardiomyocytes from peroxide injury. H2O2 injury protection, ATPLite, 2 h. protection from H2O2 cell death, % at 20 µM. actives 0.63% (n = 360,000);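 active = compounds giving at least 50% protection of heart cells from peroxide-induced death in the single-dose screen, raw or plate-pattern-corrected value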;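 also: 0% = DMSO wells with peroxide and 100% = DMSO wells without peroxide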
HIF-2a block = inhibitors of HIF-2a. 786-0 RCC cells HIF-2a reporter, luciferase luminescence, overnight. inhibition, % at 18.8 µM. actives 0.72% (n = 360,000);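 active = inhibition of the luminescence signal of 40% or more relative to plate controls, in a single-dose primary screen at 18.75 µM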
NR2E3 ag-2 = activates human photoreceptor nuclear receptor NR2E3 | actives 0.12% (n = 320,000) | AID 2300 | inhibition of corepressor binding, % at 4.78 µM | GST-NR2E3/biotin-RetCOR TR-FRET, 1536-well | Q9Y5X4;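 active = percent inhibition above the cutoff of mean plus 3 SD of all tested compounds, set per screening campaign, cut at about 20% in these data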;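 also: 0% = DMSO wells and 100% = biotin wells as full block of FRET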
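Format: 1536-well format; test system: GST-NR2E3 and biotin-RetCOR proteins; read-out basis: percent inhibition of TR-FRET ratio; timing: 5 h incubation at 4 °C; detection: time-resolved FRET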
Shn3 3UTR inh = reduces Shn3 3'UTR luciferase signal in osteoblasts. Clone20 osteoblast Shn3 3'UTR firefly luciferase, 24 h. inhibition, % at 12.5 µM. actives 0.52% (n = 360,000);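 active = mean inhibition of at least 75% with every replicate also reaching 75%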;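 also: 0% = median of neutral control wells and 100% = pilot-screen positive control compound; some compounds past the cut are filed as inactive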
Numbers without * were called inactive; / = no result given.

Screens in order: Cardio protect | MITF TRPM1 inh | NR2E3 ag-1 | PDI inh | Shn3 3UTR inh | iPSC survival up | HIF-2a block | CaV13 FRET inh | Peg3 prom inh | HTR2A ag | NR2E3 ag-2
- Cc1cc(=O)[nH]c(N2CCCC2)n1
    -1 | -12 | -30 | -6 | -14 | 2.6 | 5 | / | 12 | 0 | 3
- Cc1ccc(Oc2ccc(Cl)cc2NC(=O)c2ccc(F)cc2F)cc1
    -1 | 6 | 1 | 2 | -46 | -0.8 | 14 | -5 | 14 | 5 | 1
- O=C1CCC(=O)N1c1ccc(S(=O)(=O)Nc2cccc([N+](=O)[O-])c2)cc1
    -4 | -7 | -22 | 5 | 6 | -0.6 | 11 | -7 | 7 | 4 | 2
- Cc1ccc(CNS(=O)(=O)c2ccc(-n3cccn3)cc2)cc1
    0 | / | 19 | 4 | 0 | 1.3 | 7 | -5 | 13 | 3 | /
- COc1cccc(NC(=O)C(OC(=O)c2ccc([N+](=O)[O-])o2)c2ccccc2)c1 (stereo not drawn)
    28 | 14 | 8 | -12 | 23 | -0.1 | 15 | 7 | 1 | -2 | 2
- COc1ccc(NC(=O)Nc2ncccc2C)cc1
    -3 | -77 | -61 | 15 | -93 | -4.5 | -283 | -9 | -256 | 2 | 1
- COc1cc(/C=C2\C(=O)N(c3ccccc3)N=C2C)ccc1Oc1ccc([N+](=O)[O-])cc1[N+](=O)[O-]
    -8 | -4 | 9 | -4 | -10 | -0.4 | -23 | -18 | -39 | 2 | 8
- COc1ccc(C(NC(=O)CN2C(=O)NC3(CCc4ccccc43)C2=O)c2ccc(OC)cc2)cc1 (stereo not drawn)
    2 | 14 | -14 | -3 | 10 | -0.5 | 0 | / | 2 | 0 | /
- COc1ccccc1-c1cccc([C@@H]2C[C@H]3[C@H](CON3C)CN2Cc2ccccc2)c1
    -6 | -1 | -45 | 10 | 3 | 4.6 | 5 | -5 | 18 | 3 | /
- Cc1cc(Br)cn2c(Cc3ccccc3C(F)(F)F)c(C3CCCCC3)nc12
    -4 | / | 14 | / | -2 | 1.2 | 7 | -6 | 5 | 3 | /
- COc1ccc(N2CCN(C(=O)CN3CCN(c4nc(-c5ccc(F)cc5)cs4)CC3)CC2)cc1
    -19 | 33 | 1 | -8 | 84 | -0.1 | 4 | -3 | 12 | 3 | 0
- CCN1CCN(C(c2cccs2)C(C)NS(=O)(=O)c2ccc(F)cc2)CC1 (stereo not drawn)
    7 | -2 | 2 | / | -28 | -2.9 | 12 | -3 | 1 | 5 | -1
- COc1cccc(NC(=O)CCNS(=O)(=O)c2ccc3c(c2)CC(C)N3C(=O)C2CC2)c1 (stereo not drawn)
    -11 | -7 | 12 | -10 | 17 | 0.7 | -2 | -5 | 14 | 2 | -4
- COc1ccccc1C(c1nnnn1C(C)(C)C)N1CCN(Cc2ccncc2)CC1 (stereo not drawn)
    -2 | 5 | -13 | 10 | -4 | 10 | 7 | -3 | 8 | -2 | -2
- COc1ccccc1-n1nc(C)c(-c2ccccc2)c1N
    -3 | 3 | 2 | -4 | 4 | 0.4 | -6 | -7 | -23 | 3 | 2
- N#CCC(=N)N1CCN(c2cccc(Cl)c2)CC1
    -8 | -7 | -35 | 4 | -2 | -0.3 | -6 | -2 | 5 | 15* | 2
- CC(C)(C)NC(=O)COC(=O)c1cc(F)c(F)cc1Cl
    -3 | -12 | -7 | -10 | -5 | 2.4 | 5 | -4 | 11 | -3 | 1
- O=C(CCCN1C(=O)C2CC=CCC2C1=O)Nc1ccccc1F (stereo not drawn)
    -4 | -2 | -1 | -29 | 7 | 0.5 | -25 | -6 | -14 | 1 | 6
- O=C(COc1ccc2oc(-c3ccco3)cc(=O)c2c1)N1CCCCC1
    5 | -15 | -50 | -5 | -17 | 0.0 | -87 | -15 | -42 | 3 | 3
- O=C1CCC(=O)N(O)CCCCCNC(=O)CCC(=O)N(O)CCCCNC(=O)CCC(=O)N(O)CCCCCN1
    6 | 0 | 14 | / | -30 | -1.1 | -1 | / | 3 | 4 | 0

New compounds follow
Screens in order: Cardio protect | MITF TRPM1 inh | NR2E3 ag-1 | PDI inh | Shn3 3UTR inh | iPSC survival up | HIF-2a block | CaV13 FRET inh | Peg3 prom inh | HTR2A ag | NR2E3 ag-2
- O=c1[nH]cnc2c1c(-c1ccccc1)cn2-c1ccc(F)cc1
    -6 | 10 | 7 | 1 | -7 | -0.7 | 7 | -3 | 22 | 2 | -1
- COc1ccc(C(=O)NCCNC(=O)c2ccc(OC)cc2)cc1
    3 | 12 | -3 | -2 | 14 | -0.4 | 7 | -5 | -1 | -1 | 0
- Brc1cccc(/C=N\n2cnnc2)c1
    -3 | 3 | -18 | -1 | -3 | -1.3 | 1 | -5 | 15 | -7 | 0
- O=C(Nc1ccc(Cc2ccc(NC(=O)C3CC3)c(O)c2)cc1O)C1CC1
    -9 | 17 | -16 | -6 | 15 | -0.2 | 3 | -7 | -5 | 2 | 3
- Cc1nc(C(=O)NNC(=O)c2c(-c3c(Cl)cccc3Cl)noc2C)cs1
    32 | 20 | -39 | -2 | 19 | 0.3 | 18 | -5 | 12 | -4 | 3
- CCC(C(=O)N1CCOCC1)n1nc(C)n2c(cc3cc(C)ccc32)c1=O (stereo not drawn)
    6 | -8 | 13 | -5 | 8 | -0.2 | -3 | -7 | 4 | -3 | 2
- O=C(COc1cc(F)ccc1[N+](=O)[O-])Nc1cccc(Br)c1
    3 | -20 | -32 | -9 | -17 | -0.8 | -76 | -6 | -84 | -1 | 3
- N#Cc1ccccc1/C=N/Nc1nc(-c2ccccc2)c2cc(Br)ccc2n1
    4 | 19 | -50 | 4 | 25 | -5.5 | 10 | -4 | 8 | 1 | 0
- Clc1ccc(OCc2cc(-c3ccccc3)no2)c(Cl)c1
    -15 | -10 | -120 | 1 | -48 | -1.9 | -127 | / | -106 | -4 | 3
- Cc1ccc(S(=O)(=O)N2CCC(NC(=O)c3ccccc3)CC2)cc1
    -1 | -3 | 6 | -1 | 7 | 2.7 | 8 | 3 | 21 | -4 | 0
- COc1ccnc(CSC(N)=Nc2ccc(F)cc2)c1
    -8 | -32 | -65 | 0 | -112 | -1.1 | -219 | -4 | -90 | 1 | 3
- CC(=O)c1cccc(NC(=O)c2cc(-c3ccc(F)cc3)on2)c1
    -4 | -46 | -1 | -1 | 15 | -1.4 | -34 | -8 | -69 | 2 | -1
- Cc1cc(C)cc(N(CC(=O)NC(C)C)C(=O)CCC(=O)Nc2ccccn2)c1
    -4 | -3 | -9 | 0 | 5 | 0.2 | 14 | -1 | 15 | 2 | -3
- O=C(N/C(=C/c1cccs1)C(=O)N1CCOCC1)c1ccccc1
    -1 | 3 | -21 | -4 | -1 | 0.0 | 11 | -5 | 3 | 2 | -2
- CC(=O)N/N=C(\N)c1nonc1N
    6 | / | -12 | -1 | -37 | -0.4 | -29 | 4 | -12 | -1 | -2
- CCCN(C(=O)C(C)Oc1cccc(Cl)c1)c1c(N)n(Cc2ccccc2)c(=O)[nH]c1=O (stereo not drawn)
    8 | 16 | 22 | -6 | 14 | -0.1 | 24 | -10 | 19 | 0 | 1
- S=c1[nH]nc(-c2ccco2)n1/N=C/c1ccc(Cl)cc1
    1 | 8 | -29 | -1 | 1 | 1.7 | 23 | -3 | 10 | 2 | 2
- CCN(C(=O)CSc1nnc(Nc2ccccc2)s1)C1CCS(=O)(=O)C1 (stereo not drawn)
    -3 | -12 | -14 | 4 | 4 | -0.3 | -7 | 1 | -9 | -4 | -1
- COCCCNC1=C(C#N)C(=O)NC(c2cccc([N+](=O)[O-])c2)S1 (stereo not drawn)
    5 | / | -3 | -4 | -8 | 4.5 | -8 | -5 | 11 | 6 | /
- O=C(Nc1ccccc1)N(C1=NCCC1)c1ccc(OC(F)F)cc1
    2 | -12 | -7 | 2 | 6 | 2.9 | -30 | -5 | -6 | 2 | -5

Three compounds out of the list above, arranged by the number in MITF TRPM1 inh, descending:
canonical_smiles	MITF TRPM1 inh	NR2E3 ag-1	PDI inh	Shn3 3UTR inh	HIF-2a block	CaV13 FRET inh	Peg3 prom inh	HTR2A ag	NR2E3 ag-2
Cc1nc(C(=O)NNC(=O)c2c(-c3c(Cl)cccc3Cl)noc2C)cs1	20	-39	-2	19	18	-5	12	-4	3
O=C(COc1ccc2oc(-c3ccco3)cc(=O)c2c1)N1CCCCC1	-15	-50	-5	-17	-87	-15	-42	3	3
O=C(COc1cc(F)ccc1[N+](=O)[O-])Nc1cccc(Br)c1	-20	-32	-9	-17	-76	-6	-84	-1	3

Further records.
Screens in order: Cardio protect | MITF TRPM1 inh | NR2E3 ag-1 | PDI inh | Shn3 3UTR inh | iPSC survival up | HIF-2a block | CaV13 FRET inh | Peg3 prom inh | HTR2A ag | NR2E3 ag-2
- CC(OC(=O)c1ccc2c(c1)NC(=O)CS2)C(=O)c1ccc(F)cc1 (stereo not drawn)
    -9 | 4 | 1 | -1 | -7 | 2.0 | 2 | -5 | 11 | -2 | /
- COc1cccc(/C=N/NC(=O)CN(C2=NS(=O)(=O)c3ccccc32)c2ccccc2)c1
    -5 | -17 | -28 | -19 | 10 | 1.3 | 13 | -5 | 10 | 5 | -4
- Cc1ccc(Nc2nc3ccccc3n3cnnc23)cc1C
    2 | -12 | -12 | -3 | -43 | -0.4 | -99 | -19 | -62 | 2 | -2
- O=C(c1c(F)cccc1F)N1CCCC1
    10 | 10 | 1 | 3 | -1 | 0.4 | 11 | 3 | 2 | 2 | 2
- CCC(c1nnnn1CCOC)N(Cc1cc2c(C)cc(C)cc2[nH]c1=O)CC1CCCO1 (stereo not drawn)
    41 | 8 | 2 | 3 | 1 | -1.5 | 5 | -7 | 20 | 1 | -3
- Cc1c(-c2ccccc2)sc(Br)c1C(=O)N1CCOCC1
    -4 | -2 | -10 | -2 | -7 | 7.1 | 13 | -4 | 15 | -3 | 1
- O=S(=O)(Nc1nc2ccccc2nc1NCc1ccco1)c1cccs1
    1 | -10 | -2 | 11 | -3 | 0.0 | 3 | -4 | 4 | -1 | 0
- O=C(Oc1ccc(C(=S)N2CCOCC2)cc1)c1cccc([N+](=O)[O-])c1
    3 | 0 | -14 | 0 | 9 | -0.3 | 9 | -1 | 5 | -3 | -6
- COc1ccc(C(CC(=O)O)NC(=O)COc2cc(C)ccc2C)cc1OC (stereo not drawn)
    3 | -9 | -26 | -5 | 7 | 0.1 | 9 | 2 | 2 | 4 | 1
- CC(=O)Nc1cccc(NC(=O)CSc2nc(=O)n3cccc(C)c3n2)c1
    8 | 4 | 1 | -9 | -8 | 0.8 | 8 | -6 | 10 | 4 | 0
- C[n+]1cn(Cc2cc(Cl)ccc2OC(F)F)c2ccccc21
    2 | 5 | -17 | -1 | 2 | -0.6 | 1 | -20 | 6 | 5 | 2
- O=C(O)CC(C(=O)N(c1ccccc1)c1ccccc1)N1CCOCC1 (stereo not drawn)
    6 | 1 | -2 | -4 | -4 | 1.1 | 19 | / | 15 | -1 | 1
- COc1ccccc1CNC(=O)c1cnccn1
    14 | 5 | 15 | 12 | -13 | -2.9 | -1 | -7 | 2 | -2 | 0

Source: PubChem BioAssay (several laboratories)
